miR122 inh: miR-122 inhibition in Huh7 cells; Huh7 miR-122 Renilla luciferase sensor, 48 h; neutral wells = 0, positive control = 100; activation (reporter increase), % at 12.5 µM; 340,000 compounds, 0.3% hits;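 active = mean replicate activation score at least 90 and every replicate individually at or above 90; inconclusive = only one of the two criteria met; inactive = neither criterion met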;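 note: higher luciferase means less miR-122 activity so hits act as miR-122 inhibitors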
LGR2 inh: inhibitors of bursicon-induced Drosophila LGR2 receptor cAMP signaling; 380,000 compounds, 0.35% hits; HEK293 LGR2, CRE-luciferase, bursicon-stimulated, 4 h; inhibition, % at 9.99 µM;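 active = drop in luminescence signal, shown as inhibition above about 50% in the replicate tests, limit read from the data, passing the limit was not always enough; inconclusive = probably only some replicates passing the limit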;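 note: agonist challenge used bursicon conditioned medium at about half maximal strength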
Cneo AK release: causes C. neoformans cell lysis | adenylate kinase release luminescence, 4 h; normalised: neutral wells 0, clomiphene wells 100 | lysis activity, % at 15 µM | 360,000 compounds, 0.2% hits | AID 651654;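 active = mean lysis activity across replicates of at least 80%, whatever share of replicates individually reach that level; inactive = mean lysis activity below 80%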
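Signal: Adenylate kinase release luminescence | Assay system: Log-phase Cryptococcus neoformans yeast cells | Input: Cells at 5 × 10^6 per mL | Buffer or medium: Fresh YPD growth medium | Compound: Single dose | Schedule: Static 4 h at 37 °C with compound, 1 h detection | Controls: Clomiphene | Read-out: Luminescence rise reflecting yeast cell lysis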
PGC1a acetyl inh: lowers PGC1a acetylation signal in U2OS cells | AlphaScreen anti-acetyl-lysine; with virally co-expressed GCN5 acetyltransferase | inhibition, % at 15.6 µM | 350,000 compounds, 0.17% hits | AID 651687;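 active = every replicate shows inhibition of at least 40%; inconclusive = mean inhibition at least 40% but some replicate below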;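 note: 0% = neutral control wells and 100% = positive control wells; some results beyond the cut were filed as inactive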
PAX8 inh HTS: lowers PAX8-driven luciferase in RMG-I cells. AID 652154. RMG-I TPO-luciferase reporter, SteadyGlo, 24 h. inhibition, % at 12.6 µM. 360,000 compounds, 1.2% hits;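 active = mean replicate inhibition at least 60% with every replicate also reaching 60%; inconclusive = only one of the two criteria is met; inactive = mean below 60% and not all replicates reaching 60%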;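 note: luciferase light reporting Pax8 driven TPO promoter activity; plate controls were median of neutral control wells for no effect and mitoxantrone controls for full effect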
FN deposition inh: fibronectin deposition inhibition. 350,000 compounds, 0.086% hits. inhibition, % at 12.6 µM. AH1F fibroblasts, Alexa488-fibronectin deposition fluorescence, overnight;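 active = mean inhibition across replicates of 30% or more, regardless of how many single replicates reach that level; inconclusive = mean under 30% yet at least half of replicates reach 30%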;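 note: positive control wells lacked labelled fibronectin entirely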
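Measured by – fluorescence 485/525 nm · System – AH1F fibroblast monolayer, labelled fibronectin deposition · Amount – 10000 cells per well · Buffer or medium – serum-reduced DMEM (2% serum) · Doses – single dose, pinned · Also added – fluorescent fibronectin at 24 nM final · Schedule – 1 h cell attachment, overnight exposure to compound and label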
CASP6 VEID inh: blocks human caspase-6 cleavage activity; inhibition, % at 12.5 µM; purified caspase-6, Z-VEID-R110 cleavage fluorescence; AID 686996; 350,000 compounds, 0.53% hits;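 active = mean inhibition across replicates at least about 35%, with every replicate also reaching that limit, limit read from the data; inconclusive = only one of the two criteria met; inactive = neither criterion met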;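 note: 0% = median of neutral control wells and 100% = no fluorescence left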
Target sequence (P55212 24-179 limits assumed): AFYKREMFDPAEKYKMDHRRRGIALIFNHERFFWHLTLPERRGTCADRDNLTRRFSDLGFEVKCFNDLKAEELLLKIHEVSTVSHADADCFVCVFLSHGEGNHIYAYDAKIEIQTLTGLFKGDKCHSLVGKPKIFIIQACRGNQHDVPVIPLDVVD
Target sequence (P55212 194-293 limits assumed): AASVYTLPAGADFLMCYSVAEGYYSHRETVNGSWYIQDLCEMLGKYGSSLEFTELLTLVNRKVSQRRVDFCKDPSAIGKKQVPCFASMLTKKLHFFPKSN
EWS-Fli block: blocks EWS/Fli oncoprotein-driven transcription | A673 NR0B1-luciferase reporter, viability-normalised | inhibition, % at 12.6 µM | 350,000 compounds, 0.67% hits | AID 651661;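 active = mean inhibition of at least 50% after viability correction, with every replicate also passing that limit; inconclusive = mean reaches 50% but only one of two replicates passes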;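 note: firefly luciferase signal divided by Alamar Blue viability fluorescence both relative to DMSO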
Starred values were filed as active, the others as inactive; & = joins results of further samples; [ ] = dose if it differs, or a comment.

What do the screens show for `CCCNC(=O)N1[C@@H](C#N)[C@H](c2ccc(-c3cccnc3)cc2)[C@@H]1CO`?
LGR2 inh: -1; Cneo AK release: -3; PGC1a acetyl inh: 3; PAX8 inh HTS: -3; FN deposition inh: 4; CASP6 VEID inh: -1; EWS-Fli block: 6

How did Cc1ccc(C(=O)N2CCN(c3ccccn3)CC2)cc1 do in these assays?
miR122 inh: -6; Cneo AK release: 0; PGC1a acetyl inh: -5; PAX8 inh HTS: -8; FN deposition inh: 3; CASP6 VEID inh: -1; EWS-Fli block: 2

What do the screens show for `Cc1ccc(NC(=O)CNCc2ccccn2)cc1S(=O)(=O)N(C)C`?
miR122 inh: 2; LGR2 inh: -2; Cneo AK release: -1; PGC1a acetyl inh: 44; PAX8 inh HTS: -10; FN deposition inh: -5; CASP6 VEID inh: 3; EWS-Fli block: -1

Results for Cc1nn(Cc2ccc(Cl)cc2)c(C)c1NC(=O)c1cc(-c2ccco2)on1 ?
miR122 inh: 0; Cneo AK release: -3; PGC1a acetyl inh: 9; FN deposition inh: 6

Results for CCCNC(=O)C(Cc1cccc(Br)c1)NC(=O)c1ccc(C#N)cc1 (centres undefined) ?
miR122 inh: -3; LGR2 inh: -4; Cneo AK release: 7; PGC1a acetyl inh: 2; PAX8 inh HTS: -9; FN deposition inh: 1; EWS-Fli block: -12

How did CC(C)(C)c1ccc(-n2ncc3c2CCCC3NC(=O)CCn2cncn2)cc1 (centres undefined) do in these assays?
miR122 inh: -1; LGR2 inh: -5; Cneo AK release: -1; PGC1a acetyl inh: -13; PAX8 inh HTS: -2; FN deposition inh: 8; CASP6 VEID inh: -5

What do the screens show for `CC(C)Cc1cc(C(=O)NCc2ccco2)no1`?
miR122 inh: -4; LGR2 inh: -36; Cneo AK release: -2; PGC1a acetyl inh: 0; FN deposition inh: -2; CASP6 VEID inh: 4; EWS-Fli block: -39

Results for CCC(=O)Nc1cccc2ccccc12 ?
miR122 inh: 7; LGR2 inh: 5; Cneo AK release: -2; PGC1a acetyl inh: -4; PAX8 inh HTS: 8; FN deposition inh: -26; CASP6 VEID inh: -2; EWS-Fli block: 4

Results for Cn1ncc(N=Cc2c(O)ccc3ccccc23)c1C(=O)Nc1cccc(Cl)c1 ?
miR122 inh: 0; LGR2 inh: inconclusive; PGC1a acetyl inh: 8; PAX8 inh HTS: 23; FN deposition inh: -2; CASP6 VEID inh: -5; EWS-Fli block: 11

Results for CC(=O)N1CCN(c2ccc(S(=O)(=O)N3CCCCC3)cc2[N+](=O)[O-])CC1 ?
miR122 inh: -8; LGR2 inh: -12; Cneo AK release: 0; PAX8 inh HTS: 1; FN deposition inh: -1; CASP6 VEID inh: -1; EWS-Fli block: 1

How did COc1ccc(CCNc2cc(C)nc3c(-c4ccccc4)cnn23)cc1OC do in these assays?
LGR2 inh: -20; PAX8 inh HTS: 2; FN deposition inh: 16; CASP6 VEID inh: 3; EWS-Fli block: -69

What do the screens show for `CCOC(=O)c1c(SCCN2CCCC2)n(-c2ccccc2)c(=S)n(-c2ccccc2)c1=O`?
LGR2 inh: -33; PAX8 inh HTS: 59; FN deposition inh: 15; CASP6 VEID inh: -9; EWS-Fli block: 61*

What do the screens show for `O=C(NC(N1CCCC1)C(Cl)(Cl)Cl)c1ccccc1` (centres undefined)?
miR122 inh: 6; Cneo AK release: 0; PGC1a acetyl inh: -2; FN deposition inh: -5

What do the screens show for `Cc1nc(N)[nH]c(=O)c1CCCNc1ccc(CCCCC2(CCl)OCCO2)cc1`?
LGR2 inh: -4; Cneo AK release: 0; PGC1a acetyl inh: -5; PAX8 inh HTS: -11; FN deposition inh: 1; CASP6 VEID inh: -2; EWS-Fli block: 2

What do the screens show for `COc1nccc(Nc2ccccc2)c1C#N`?
miR122 inh: -3; LGR2 inh: 29; Cneo AK release: 1; PGC1a acetyl inh: 8

What do the screens show for `COc1cc(O)c(C(CC(=O)N2CCN(c3ccccc3)CC2)c2cc(OC)c(OC)c(OC)c2)c(OC)c1` (centres undefined)?
miR122 inh: -4; LGR2 inh: -6; Cneo AK release: 1; PAX8 inh HTS: 12; FN deposition inh: -1; EWS-Fli block: -18

Results for C[C@H]1CN([C@@H](C)CO)C(=O)Cc2cc(NS(C)(=O)=O)ccc2O[C@H]1CN(C)Cc1ccccc1 ?
miR122 inh: -1[16.7 µM]; LGR2 inh: 6; Cneo AK release: 62; PGC1a acetyl inh: -2; PAX8 inh HTS: 15; CASP6 VEID inh: 0; EWS-Fli block: -8

How did CN1CCC(OC(=O)c2cccc(Cl)c2)CC1 do in these assays?
miR122 inh: 9; LGR2 inh: 11; Cneo AK release: -3; PGC1a acetyl inh: 9; PAX8 inh HTS: -5; CASP6 VEID inh: -6; EWS-Fli block: 2

Results for COC(=O)c1ccccc1NC(=O)c1cc[n+]([O-])cc1 ?
miR122 inh: -5; LGR2 inh: -3; Cneo AK release: 0; PGC1a acetyl inh: 2; PAX8 inh HTS: 4; FN deposition inh: 7; CASP6 VEID inh: -2; EWS-Fli block: 0

How did O=C(NCC[C@@H]1CC[C@H](NS(=O)(=O)c2cccc(F)c2)[C@H](CO)O1)C1CC1 do in these assays?
miR122 inh: -1[16.7 µM]; LGR2 inh: 25; Cneo AK release: 2; PGC1a acetyl inh: -13; PAX8 inh HTS: -2; FN deposition inh: 8; CASP6 VEID inh: -3; EWS-Fli block: -8

How did CCN(c1ccccc1)S(=O)(=O)c1ccc2c(c1)N(C(C)=O)CCS2 do in these assays?
miR122 inh: -6; LGR2 inh: -2; Cneo AK release: 1; PGC1a acetyl inh: -8; PAX8 inh HTS: -21; FN deposition inh: 3; CASP6 VEID inh: -1; EWS-Fli block: -10

What do the screens show for `FC(F)(F)c1n[nH]c(=S)n1/N=C/c1ccco1`?
miR122 inh: -2; LGR2 inh: -8; Cneo AK release: -1; PGC1a acetyl inh: 12; PAX8 inh HTS: 14; FN deposition inh: 4

What do the screens show for `COCc1ccc(CN2CCC(n3nccc3NC(=O)C(OC)c3ccccc3)CC2)o1` (centres undefined)?
miR122 inh: 2; LGR2 inh: -9; Cneo AK release: 0; PGC1a acetyl inh: -9; PAX8 inh HTS: -26; FN deposition inh: 2; CASP6 VEID inh: 2; EWS-Fli block: 6

What do the screens show for `Cc1ccc(C(=O)CC(C(=O)O)P(=O)(c2ccccc2)c2ccccc2)cc1` (centres undefined)?
miR122 inh: -2; LGR2 inh: 11; Cneo AK release: 9; PGC1a acetyl inh: 8; PAX8 inh HTS: 11; FN deposition inh: 4; CASP6 VEID inh: -4; EWS-Fli block: 1

How did Cc1nnc(SCC2CCCO2)n1-c1ccccc1 (centres undefined) do in these assays?
miR122 inh: -2; LGR2 inh: -5; Cneo AK release: 0; PGC1a acetyl inh: -5; CASP6 VEID inh: 4; EWS-Fli block: 11

Results for O=C(Nc1ccc(F)cc1)N1C[C@H]2[C@@H](c3ccccc31)[C@@H](CO)N2C(=O)Cc1ccccc1 ?
miR122 inh: -11[16.7 µM]; LGR2 inh: 8; Cneo AK release: -1; PGC1a acetyl inh: -10; PAX8 inh HTS: 9; CASP6 VEID inh: 1; EWS-Fli block: -6

How did C#CCNC(=O)C1=C[C@H](c2ccc(Br)cc2)[C@@H](CCCO)[C@H](OCC)O1 do in these assays?
miR122 inh: 2; LGR2 inh: -1; Cneo AK release: 0&-4; PGC1a acetyl inh: -9&-4; PAX8 inh HTS: -2&8; FN deposition inh: 13; CASP6 VEID inh: 0&1; EWS-Fli block: 1&7

What do the screens show for `C/C=C/c1ccc([C@H]2[C@@H](CO)N(C(C)=O)[C@@H]2CNC(=O)CC2CC2)cc1`?
miR122 inh: 0[16.7 µM]; LGR2 inh: 7; Cneo AK release: 1; PGC1a acetyl inh: -9; PAX8 inh HTS: 10; FN deposition inh: -12; CASP6 VEID inh: 1; EWS-Fli block: -10

What do the screens show for `O=S(=O)(c1cccs1)N1CCCCN2[C@@H](CO)[C@@H](c3ccc(C4=CCCC4)cc3)[C@@H]2C1`?
miR122 inh: 5[16.7 µM]; LGR2 inh: -18; Cneo AK release: 10; PGC1a acetyl inh: -17; PAX8 inh HTS: -20; CASP6 VEID inh: -4; EWS-Fli block: 9

Results for Cc1ccccc1NC(=O)c1nc(S(C)(=O)=O)ncc1Cl ?
miR122 inh: -6; LGR2 inh: 5; Cneo AK release: 5; PGC1a acetyl inh: -134; PAX8 inh HTS: 18; FN deposition inh: 4; CASP6 VEID inh: -1; EWS-Fli block: 74*

How did NC(=O)COC(=O)/C=C/c1ccccc1[N+](=O)[O-] do in these assays?
LGR2 inh: 1; PGC1a acetyl inh: 1; PAX8 inh HTS: 19; FN deposition inh: 0; CASP6 VEID inh: 3; EWS-Fli block: 11

What do the screens show for `Cc1cnc(C)c(N2CCN(Cc3cn(C)nc3-c3cccc(Cl)c3)CC2)n1`?
LGR2 inh: 6; PAX8 inh HTS: 5; FN deposition inh: 3; CASP6 VEID inh: -2; EWS-Fli block: 13

Results for C[C@@H]1CN([C@@H](C)CO)C(=O)CCCn2cc(nn2)CO[C@H]1CN(C)CC1CC1 ?
miR122 inh: 3[16.7 µM]; LGR2 inh: -5; Cneo AK release: 1; PGC1a acetyl inh: 1; PAX8 inh HTS: -4; FN deposition inh: 0; CASP6 VEID inh: 0; EWS-Fli block: -6

What do the screens show for `CCS(=O)(=O)N[C@@H]1C=C[C@H](CC(=O)Nc2ccc(-c3ccccc3)cc2)O[C@@H]1CO`?
miR122 inh: -9[16.7 µM]; LGR2 inh: 3; Cneo AK release: 22; PGC1a acetyl inh: 8; PAX8 inh HTS: -9; FN deposition inh: -6; CASP6 VEID inh: 5; EWS-Fli block: -1

Results for CN1CCN(C(=O)C[C@@H]2C[C@@H]3c4cc(NC(=O)C5CCOCC5)ccc4O[C@@H]3[C@H](CO)O2)CC1 ?
miR122 inh: 0[16.7 µM]; LGR2 inh: -12; Cneo AK release: -8; PGC1a acetyl inh: -11; PAX8 inh HTS: -15; FN deposition inh: 6; CASP6 VEID inh: -1; EWS-Fli block: -1

Looked up by structure from above, 4 records:
Results for CN1CCN(C(=O)C[C@@H]2C[C@@H]3c4cc(NC(=O)C5CCOCC5)ccc4O[C@@H]3[C@H](CO)O2)CC1 ?
miR122 inh: 0[16.7 µM]; LGR2 inh: -12; Cneo AK release: -8; PGC1a acetyl inh: -11; PAX8 inh HTS: -15; FN deposition inh: 6; CASP6 VEID inh: -1; EWS-Fli block: -1

What do the screens show for `CCS(=O)(=O)N[C@@H]1C=C[C@H](CC(=O)Nc2ccc(-c3ccccc3)cc2)O[C@@H]1CO`?
miR122 inh: -9[16.7 µM]; LGR2 inh: 3; Cneo AK release: 22; PGC1a acetyl inh: 8; PAX8 inh HTS: -9; FN deposition inh: -6; CASP6 VEID inh: 5; EWS-Fli block: -1

Results for C[C@@H]1CN([C@@H](C)CO)C(=O)CCCn2cc(nn2)CO[C@H]1CN(C)CC1CC1 ?
miR122 inh: 3[16.7 µM]; LGR2 inh: -5; Cneo AK release: 1; PGC1a acetyl inh: 1; PAX8 inh HTS: -4; FN deposition inh: 0; CASP6 VEID inh: 0; EWS-Fli block: -6

How did NC(=O)COC(=O)/C=C/c1ccccc1[N+](=O)[O-] do in these assays?
LGR2 inh: 1; PGC1a acetyl inh: 1; PAX8 inh HTS: 19; FN deposition inh: 0; CASP6 VEID inh: 3; EWS-Fli block: 11
